Compound activity (PubChem)
AID inh = Primary qHTS assay for inhibitors of Activation Induced Cytidine Deaminase (AID): AID signal; Single-stranded DNA cytosine deaminase (Homo sapiens), Q9GZX7; actives 0.32% (n = 91,000); Potency, µM (highest dose often 115 µM), for inactives: at the highest dose activity change, negative = inhibition, usual class: inhibitors; AID deamination FRET fluorescence, UDG-coupled, 4 h; also: nearly all actives have a fitted effect of over 25% in size
Target sequence (Q9GZX7 whole entry, looked up): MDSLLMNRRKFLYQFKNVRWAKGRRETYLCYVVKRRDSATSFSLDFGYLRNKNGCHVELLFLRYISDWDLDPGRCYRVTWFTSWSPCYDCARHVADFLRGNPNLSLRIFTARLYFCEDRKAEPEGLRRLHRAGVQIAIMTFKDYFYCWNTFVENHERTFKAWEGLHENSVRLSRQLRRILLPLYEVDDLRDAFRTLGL
UDG counterscr = Primary qHTS assay for inhibitors of Activation Induced Cytidine Deaminase (AID): UDG Counterscreen signal; AID 1347430, 2020; Potency, µM (titrated, usually from 115 µM), for the others: top-dose activity change, negative = inhibition, usual class: inhibitors; actives 0.14% (n = 91,000); FRET deamination/UDG coupled assay, UDG read, 4 h; Uracil-DNA glycosylase; also: nearly all actives have a fitted effect of over 65% in size
An asterisk follows results filed as active; ? = inconclusive; & = joins results of further samples; [ ] = dose if it differs, or a comment. Calls follow the shape of the dose curve; as a rule, active = well fitted curve in the direction sought with a large enough effect; inconclusive = small, poorly fitted or top-dose-only effect, or another doubt; inactive = no such curve, though single readings can be large; an effect the other way counts as inactive or inconclusive. % is scaled to controls: 0 for no effect and ±100 for the full control effect; potency is read from the fitted curve at half-maximal effect. An excerpt, so the mix of outcomes need not match the whole.

SMILES | AID inh | UDG counterscr
Cc1cc(C(=O)CCl)c(C)[nH]1 | -11% | -9%
Cc1c(-c2ccc(Cl)cc2)c(=O)oc2ccc(OC(=O)N(C)C)cc12 | -13% | 0%
c1ccc(-n2nnnc2C2(NC3CCCCC3)CCCCC2)cc1 | -20% | -10%
CN(Cc1cccs1)C(=O)CCl | -1% | -3%
Cc1ccc(-n2c(CC3C(=O)Nc4ccccc43)nc3ccccc3c2=O)cc1 (stereo not drawn) | 1% | 1%
CN(C(=O)c1cn(Cc2ccccc2)c2ccccc12)C1CCS(=O)(=O)C1 (stereo not drawn) | -3% | -11%
CCOc1cc(CNCCc2c[nH]c3ccccc23)ccc1OC | -6% | 24%
O=C(O)CSC(c1ccc(F)cc1)c1ccc(F)cc1 | -5% | -4%
Cc1cc([N+](=O)[O-])c2ccccc2[n+]1[O-] | -26% | -19%
CCOc1ccc(-n2c(/C=C/c3ccccc3)nc3ccccc3c2=O)cc1 | 8% | -30%
CC(C)Oc1cccc(CCN)c1 | 6% | 6%
CC(C)(C)c1ccc(OCC(=O)Nc2ccc(Cl)cc2C(=O)c2ccccc2)cc1 | -11% | 33%[activator]
CC(N)Cc1ccc(N(C)C)cc1 (stereo not drawn) | 13% | -11%
Cc1c(C(c2ccc(O)cc2)c2c(O)c3ccccc3oc2=O)c(=O)n(-c2ccccc2)n1C (stereo not drawn) | -2% | 4%
COc1ccc2c(c1)c(CCN1CCOCC1)c(C)n2C(=O)c1cccc(Cl)c1Cl | -12% | -14%
O=C(Nc1ccc2c(c1)OCO2)c1cccn(Cc2cccc(F)c2)c1=O | -1% | -22%
CC(C)C12CN3CC(C(C)C)(CN(C1)C3c1ccccn1)C2=O (stereo not drawn) | 0%&2% | 1%&4%
Cc1[nH]c2ccccc2c1/C=C/[N+](=O)[O-] | -6% | -5%
NCC(=O)c1ccc(Cl)c(Cl)c1 | 67%[activator] | 2%
CCOC(=O)C1=C(C)OC(N)=C(C(=O)OC)C12C(=O)Nc1cc(Br)ccc12 (stereo not drawn) | 58%[activator] | -11%
NCCc1c[nH]c2ccccc12 | 48%[activator] | 4%
COc1ccc(/C=C\[N+](=O)[O-])c(OC)c1 | -7% | -6%
CCOc1ccc2nc(NC(=O)c3cccn(Cc4ccc(Cl)cc4)c3=O)sc2c1 | 7% | 6%
Cc1ccccc1OCC(=O)N1CCN(Cc2nc(N)c3ccccc3n2)CC1 | -10% | -2%
NNC(=O)c1ccc(O)cc1 | -3% | -4%
Cc1cc(NC(=O)c2cccn(Cc3ccccc3)c2=O)no1 | -13% | ?
Cc1ccc(-n2nnnc2C2(NC3CCCCC3)CCCCC2)cc1 | -16% | -7%
COc1cc(/C=C/c2nc3ccccc3c(=O)n2-c2ccc(Br)c(C)c2)ccc1O | -20% | 45%[activator]
Cc1ccccc1OCC(=O)N1CCN(CCc2ccccn2)CC1 | 14%[57.5 µM] | -4%[57.5 µM]
COC(=O)c1ccc(CCN)cc1 | 6% | -2%
Cc1ccc(Cl)cc1NC(=O)N(Cc1ccc2c(c1)OCO2)C1CCN(Cc2ccccc2)CC1 | -11% | -18%
N#Cc1cc2c(nc1SCC(=O)Nc1cccc(F)c1)C1CCN2CC1 | 11% | 6%
N#Cc1ccc(NC(=O)CSC2=Nc3ccccc3C3CC=NN23)cc1Cl (stereo not drawn) | 0% | 2%
Cc1nnc(NC(=O)c2cccn(Cc3cccc(F)c3)c2=O)s1 | -18% | 16%
N#CC(C#N)=Cc1c[nH]c2ccccc12 | 5% | 16%
CC(C)c1nn2c(=O)cc(COC(=O)Cc3ccccc3)nc2s1 | -7% | -6%
CC(C)N1CCN(Cc2ccco2)CC1 | 7% | -13%
COc1ccc(C(CN(C)C)C2(O)CCCCC2)cc1 (stereo not drawn) | 5% | -2%
COc1ccc(CNCCc2cccc(Cl)c2)cc1 | -11% | -10%
Cc1ccc(-c2nc(CN3C(=O)CN=C(c4ccccc4Cl)c4cc(Cl)ccc43)c(C)o2)cc1 | ? | -21%
C#CCOC(=O)C1=CCCN(C)C1 | 1% | -5%
O=C(O)CCCCCCCCCCO | 7% | 8%
Cc1ccc(Cn2cccc(C(=O)Nc3ccc4c(c3)OCCO4)c2=O)cc1 | -13% | -6%
CC(N)c1cccc(Cl)c1Cl (stereo not drawn) | 6% | 0%
C[C@]12CCC3C(CC[C@H]4C[C@H](O)CC[C@]34C)C1CC[C@@H]2C(=O)CO (stereo partly drawn) | -9% | -4%
Cc1cccc(-n2c(/C=C/c3cn(C)c4ccccc34)nc3ccccc3c2=O)c1 | 5% | -2%
C=CCOc1ccc(/C=C(\C)[N+](=O)[O-])cc1OC | -8% | -5%
CC(=O)c1c(O)c(C)c(O)c(Cc2c(O)c3c(c(C(=O)/C=C/c4ccccc4)c2O)OC(C)(C)C=C3)c1O | 28µM* | -9%
Cc1cccc(OCC(=O)N2CCN(Cc3cc(=O)n4nc(-c5ccccc5Cl)sc4n3)CC2)c1 | 42%[activator] | -30%
Cc1c(C(c2ccc(F)cc2)c2c(O)c3ccccc3oc2=O)c(=O)n(-c2ccccc2)n1C (stereo not drawn) | -26% | -1%
Cc1cccc(C2CC(=O)Oc3c2c(=O)oc2ccccc32)c1 (stereo not drawn) | 10% | 4%
CCc1ccc(NC(=O)c2cccn(Cc3cccc([N+](=O)[O-])c3)c2=O)cc1 | ? | 11%
CCN(CC)CCNc1ccc([N+](=O)[O-])c2cccnc12 | -6% | 11%
Cc1ccc2c(c1)C(SCC(=O)Nc1ccccc1C(=O)O)c1ccccc1O2 (stereo not drawn) | -24% | -13%
COc1ccc(-n2c(/C=C\c3ccccc3F)nc3ccccc3c2=O)c(OC)c1 | ? | 79µM*
CC(C(=O)NCc1cccs1)N1CC=C(c2ccccc2)CC1 (stereo not drawn) | 15% | -10%
N#Cc1ccccc1NC(=O)c1cccn(Cc2ccccc2)c1=O | ? | ?
CSc1ncc(C(=O)Nc2ccc(Cl)cc2C(=O)c2ccccc2)c(C)n1 | 4% | -21%[57.5 µM]
O=C1CC(c2ccccc2)[Se]C(c2ccccc2)C1 (stereo not drawn) | -20% | -16%
COc1ccc(Br)cc1C1SCC(=O)Nc2c1c(C)nn2-c1ccccc1C (stereo not drawn) | -5% | 18%

In the list so far, five have an NH in an aromatic ring:
SMILES | AID inh | UDG counterscr
Cc1cc(C(=O)CCl)c(C)[nH]1 | -11% | -9%
CCOc1cc(CNCCc2c[nH]c3ccccc23)ccc1OC | -6% | 24%
Cc1[nH]c2ccccc2c1/C=C/[N+](=O)[O-] | -6% | -5%
NCCc1c[nH]c2ccccc12 | 48%[activator] | 4%
N#CC(C#N)=Cc1c[nH]c2ccccc12 | 5% | 16%

Following part.
SMILES,AID inh,UDG counterscr
N#Cc1cnn2c(C(F)F)cc(-c3ccc(F)cc3)nc12,-3%,1%
Ic1ccccc1CNC1C2CCN(CC2)C1C(c1ccccc1)c1ccccc1 (stereo not drawn),-27%,-7%
Cc1ccc(Cn2cccc(C(=O)Nc3ccc(C)c(Cl)c3)c2=O)cc1,-3%,-26%
CCCN(CCC)C1CCc2cccc(O)c2C1 (stereo not drawn),-1%,-6%
CN(Cc1ccsc1)C(=O)CCl,-2%,8%
O=c1[nH]oc2c1CCNC2,6%,9%
N#Cc1ccc(CN2CCN(C(=O)Cc3n[nH]c(=O)c4ccccc34)CC2)cc1,1%,0%
CSc1ccc(CN2CCN(C(=O)COc3ccc(C)cc3)CC2)cc1,-28%,-4%
CC(CNC1CC1)c1ccccc1 (stereo not drawn),-4%,-7%
S=C(NC1CCCCC1)N1CCC(c2cnc[nH]2)CC1,0%,-4%
COc1ccccc1-c1nn2c(=O)cc(CN3CCN(C(=O)COc4ccccc4Cl)CC3)nc2s1,244%[activator],12%
CCOC(=O)c1ccc(NC(=O)CSc2nc3c(cc2C#N)N2CCC3CC2)cc1,39%[activator],18%
CCCn1c(C)c(C(=O)c2ccc3ccccc3c2)c2ccccc21,-13%,2%
C#CCN1CCN(c2cccc(C)c2)CC1,-5%,-3%
Cc1c(C(=O)Cn2c(C)nc3ccccc32)c2ccccc2n1C,-16%,?
Cc1ccc(C)c(CN2C(=O)c3ccccc3Sc3ccc(C(=O)N4CCC5(CC4)OCCO5)cc32)c1,?,-9%[57.5 µM]
Cc1[nH]c2ccccc2c1C=C(C#N)C#N,12%,4%
NC(=NCCC[C@H](N)C(=O)O)N[N+](=O)[O-],4%,-1%
COc1ccc(CNCCc2cccc(F)c2)cc1,-4%,-2%
CCCC(=O)c1cn(Cc2ccc(C#N)cc2)c2ccccc12,-10%,-8%
CSc1ccc(CN2CCN(C(=O)COc3cccc(C)c3)CC2)cc1,-8%,3%
OC(CN(Cc1ccccc1)Cc1ccccc1)c1ccc2cc[nH]c2c1 (stereo not drawn),28%,-9%
Brc1ccc(-c2ccc(CNC3CN4CCC3CC4)o2)cc1 (stereo not drawn),-6%,6%
CCSc1nnc(NC(=O)c2cccn(Cc3ccc(Cl)cc3)c2=O)s1,5%,4%
CCc1ccc(-n2nc(C)c3c2NC(=O)CSC3c2ccccc2C)cc1 (stereo not drawn),30%,-4%
Cc1cc(C)cc(NC(=O)CN2C(=O)CN=C(c3ccccc3)c3cc(Cl)ccc32)c1,?,-2%[57.5 µM]
CC(C)NC(=O)NC(=O)C(C)Cl (stereo not drawn),2%,-3%
COc1ccc(OC)c(C(c2c(O)c3ccccc3oc2=O)c2c(C)n(C)n(-c3ccccc3)c2=O)c1 (stereo not drawn),-8%,-3%
O=C(c1sc2cc(F)ccc2c1Cl)N1CCC2(CC1)OCCO2,-7%,-6%
O=C1CN(C(=O)c2cn(Cc3ccccc3)c3ccccc23)CCN1,-4%,4%
COc1cccc(CC(=O)N2CCN(CCC(=O)NC(N)=O)CC2)c1,1%,-5%
c1ccc2sc(C3(N4CCCCC4)CCCCC3)cc2c1,-3%,-1%
Cc1cccc(C)c1NC(=O)CN1CCCC1=O,3%,0%
Cc1ccc(Cn2cccc(C(=O)Nc3nnc(C)s3)c2=O)cc1,13%,-26%
CCOc1ccccc1CNCCc1ccccc1,-3%,1%
Cn1cc(/C=C/c2nc3ccccc3c(=O)n2-c2ccccc2)c2ccccc21,23%,-16%
COC[C@H]1OC(=O)c2coc3c2[C@@]1(C)C1=C(C3=O)C2CCC(=O)[C@@]2(C)C[C@H]1OC(C)=O (stereo partly drawn),-2%,-1%
COc1ccc(-n2c(/C=C\c3ccccc3F)nc3ccccc3c2=O)cc1OC,-3%,0%
CC[C@@H](C(N)=O)N1CCCC1=O,7%,4%
C[N+](C)(C)CC(F)([N+](=O)[O-])[N+](=O)[O-],0%,10%
CCCCNC(=O)NC(=O)CCl,3%,3%
COc1ccc(Cl)cc1NC(=O)c1sc2nc3c(cc2c1N)N1CCC3CC1,6%,-5%
COc1cccc(NC(=O)Cn2cc(C(=O)c3ccccc3)c3ccccc32)c1,-13%,-13%
CCCN1CCC[C@@H](c2cccc(O)c2)C1,7%,0%
CCCN(CCC)C1Cc2cc(OC)c(OC)cc2C1,1%,-4%
Cc1ccc2c(CCN)c(C)[nH]c2c1C,-1%,7%
COc1ccc2c(c1)/C(=C/c1cnc[nH]1)C(=O)N2,-3%,9%
CCOC(=O)c1ccc(NC(=O)c2cccn(Cc3ccc(C)cc3)c2=O)cc1,-2%,14%
O=S(=O)(F)CCS(=O)(=O)c1ccc(Cl)cc1,2%,-2%
COc1ccc2[nH]c(C)c(CCNCC(C)(C)C)c2c1,-3%,0%
CCNC1CCCCC1,18%,-6%
O=C(Nc1ccc(F)c(Cl)c1)N(Cc1ccc2c(c1)OCO2)C1CCN(Cc2ccccc2)CC1,?,-27%
O=c1c2ccccc2nc(/C=C\c2cccc(Br)c2)n1-c1ccc(O)cc1,11%,0%
Cc1cccc(-c2nc(CN3C(=O)CN=C(c4ccccc4)c4ccccc43)c(C)o2)c1,?,-14%
CN1CCC2(CC1)N1CC3(C)CN2CC(C)(C1)C3=O,-3%,10%
Cc1[nH]c2ccccc2c1C(=O)C(C)NC(C)c1ccc(F)c(F)c1 (stereo not drawn),-9%,-8%

Other compounds
SMILES,AID inh,UDG counterscr
COC(=O)c1ccc(NC(=O)c2cccn(Cc3ccccc3C)c2=O)cc1,-27%,-6%
Cc1c(-c2ccccc2)c(=O)oc2ccc(OC(=O)N(C)C)cc12,-3%,4%
Cc1cc(NC(=O)c2cccn(Cc3cccc([N+](=O)[O-])c3)c2=O)no1,-1%,-4%
CC(NC(C)c1ccc(Cl)cc1)C(=O)c1c[nH]c2ccccc12 (stereo not drawn),-3%,3%
C=C(Cl)CN1CCN(c2cccc(C(F)(F)F)c2)CC1,-2%,-1%
CC(C)(C)CC(C)(C)NCCc1ccccc1,-6%,-5%
COc1cc(C2SCC(=O)Nc3c2c(C)nn3C)ccc1OCc1ccccc1C (stereo not drawn),-6%,-2%
CCCNC1CCCC1,5%,0%
N#CC(C#N)=Cc1cccn1-c1ccc(Br)cc1,0%,-4%
Cc1oc(-c2cccs2)nc1CC(=O)N1CCN(CC(=O)N2CCCCC2)CC1,1%,-3%
Cc1c(C(c2ccc(Cl)cc2Cl)c2c(O)c3ccccc3oc2=O)c(=O)n(-c2ccccc2)n1C (stereo not drawn),?,-12%
